# GLD-1 RNA inh: GLD-1-TGE RNA interaction inhibition (C. elegans). purified GLD-1 + fluorescein TGE RNA, fluorescence polarization. inhibition, % at 5.96 µM. 0.44% of 320,000 active. AID 2280;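 active = percent inhibition above a per-plate cutoff, the plate mean of test compounds plus 3 SD, cut at about 30% in these data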;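 note: 0% = DMSO wells with GLD-1 and probe and 100% = wells lacking GLD-1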
# MCL1-BIM inh: MCL1-BIM-BH3 interaction inhibition (human). Q07820. GST-MCL1 / FITC-Bim-BH3 fluorescence polarization. inhibition, % at 10.9 µM. 0.68% of 320,000 active. AID 2057;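 active = inhibition above the mean inhibition of all tested compounds plus 3 SD, set per campaign, cut at about 40% in these data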;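 note: 0% = DMSO wells and 100% = unlabeled Bim-BH3 peptide control; higher means more loss of mP so more displacement of Bim peptide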
# Target sequence (Q07820 whole entry, looked up): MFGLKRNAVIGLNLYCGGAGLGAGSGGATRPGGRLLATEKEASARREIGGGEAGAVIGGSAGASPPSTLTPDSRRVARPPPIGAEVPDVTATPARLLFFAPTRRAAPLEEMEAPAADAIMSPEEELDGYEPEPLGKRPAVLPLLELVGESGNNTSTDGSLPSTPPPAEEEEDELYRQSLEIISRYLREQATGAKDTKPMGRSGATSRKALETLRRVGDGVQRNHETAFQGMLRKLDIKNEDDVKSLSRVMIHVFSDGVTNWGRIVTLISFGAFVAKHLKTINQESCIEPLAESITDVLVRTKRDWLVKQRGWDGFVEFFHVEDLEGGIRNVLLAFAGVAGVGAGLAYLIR
# Fam108B counter: Fam108B inhibition, counter-screen for RBBP9 inhibitors; recombinant Fam108B, FP-Rh probe fluorescence polarization; inhibition, % at 9.51 µM; 0.33% of 300,000 active;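 active = inhibition above the screen mean inhibition plus 3 SD, computed separately per campaign, cut at about 18% in these data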;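 note: inhibitors lower polarization as less probe binds the enzyme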
# BCLXL inh: inhibitors of human Bcl-xL; Q07817; 0.7% of 320,000 active; GST-Bcl-xL / FITC-Bim BH3 peptide fluorescence polarization; inhibition, % at 10.9 µM; AID 2129;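 active = inhibition above the mean of all tested compounds plus 3 SD, cutoff set per campaign, cut at about 30% in these data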;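 note: 0% = DMSO wells and 100% = unlabeled Bim-BH3 peptide competitor; inhibitors lower millipolarization by displacing the labeled peptide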
# PAFAH1B2 FP inh: PAFAH1B2 (human) inhibition; 1.2% of 340,000 active; recombinant PAFAH1B2, FP-rhodamine activity probe, fluorescence polarization; inhibition, % at 3.39 µM; P68402;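 active = inhibition above the mean of all tested compounds plus 3 SD, cut at about 24% in these data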;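 note: 0% = enzyme with DMSO and 100% = wells lacking PAFAH1B2; many of its hits are not listed in these tables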
# Target sequence (P68402 whole entry, looked up): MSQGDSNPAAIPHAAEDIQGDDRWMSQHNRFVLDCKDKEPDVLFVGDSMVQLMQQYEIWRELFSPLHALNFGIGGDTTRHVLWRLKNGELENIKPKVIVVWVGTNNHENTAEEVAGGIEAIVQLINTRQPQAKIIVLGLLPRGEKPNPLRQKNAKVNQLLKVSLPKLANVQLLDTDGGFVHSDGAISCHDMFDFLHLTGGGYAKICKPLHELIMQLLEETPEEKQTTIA
# PME-1 primary: blocks human protein phosphatase methylesterase 1; recombinant PME-1, FP-Rh probe fluorescence polarization; inhibition, % at 5.9 µM; 0.53% of 320,000 active; AID 2130;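 active = inhibition above the campaign mean of all compounds plus 3 SD, cut at about 26% in these data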;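 note: competitive labeling of PME-1 active site by serine hydrolase directed probe; 0% = PME-1 with DMSO and 100% = wells lacking PME-1 enzyme; inhibitors block probe labeling so polarization falls and inhibition rises; many of its hits are not listed in these tables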
# AHR act: human AHR activation; P35869; AHR-responsive luciferase reporter cells, luminescence; activation, % at 5 µM; 2.5% of 320,000 active; AID 2796; in the data active = activation above about 47%;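 note: 0% = vehicle wells and 100% = reference agonist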
# pPAFAH inh: pPAFAH (human) enzyme inhibition; Q13093; inhibition, % at 3.39 µM; 1.5% of 330,000 active; recombinant pPAFAH, FP-rhodamine probe fluorescence polarization;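 active = inhibition above the mean inhibition across the screen plus 3 SD, cut at about 25% in these data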;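 note: inhibitors block binding of the rhodamine activity-based probe so polarization drops; 0% = enzyme with DMSO and 100% = wells lacking pPAFAH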
# Target sequence (Q13093 whole entry, looked up): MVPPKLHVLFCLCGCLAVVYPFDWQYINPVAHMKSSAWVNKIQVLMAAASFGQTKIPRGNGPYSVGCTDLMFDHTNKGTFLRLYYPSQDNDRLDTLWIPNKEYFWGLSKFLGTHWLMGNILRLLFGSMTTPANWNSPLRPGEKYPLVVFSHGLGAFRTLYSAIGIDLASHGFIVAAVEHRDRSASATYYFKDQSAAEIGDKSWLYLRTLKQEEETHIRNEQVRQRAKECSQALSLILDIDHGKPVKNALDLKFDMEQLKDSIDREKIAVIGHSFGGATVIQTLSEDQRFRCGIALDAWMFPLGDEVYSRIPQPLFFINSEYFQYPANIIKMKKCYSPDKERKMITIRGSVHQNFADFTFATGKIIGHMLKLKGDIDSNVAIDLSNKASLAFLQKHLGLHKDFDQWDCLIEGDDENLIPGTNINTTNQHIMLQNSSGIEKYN
# MEX-5 binding: C. elegans MEX-5 TCR-2 RNA binding activity; Q9XUB2; MEX-5/FITC-TCR2 RNA binding, fluorescence polarization; active compounds read low; activity score (negative = inhibition of binding), % at 10 µM; 0.38% of 300,000 active;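 active = inhibition past about -25% in most replicates, and total fluorescence under double the plate's negative control median, limit read from the data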;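 note: 0% = DMSO and -100% = 5 µM competing unlabeled TCR2 RNA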
# Numbers without * were called inactive; · = no result given. Not all compounds are listed; count on the stated rates, not on these rows.
SMILES	GLD-1 RNA inh	PME-1 primary	Fam108B counter	BCLXL inh	PAFAH1B2 FP inh	MCL1-BIM inh	pPAFAH inh	AHR act	MEX-5 binding
COc1ccc(C(=O)COC(=O)CCS(=O)(=O)c2ccc(C)cc2)c(OC)c1	3	2	-1	4	2	-4	8	0	-0.7
Cc1n[nH]c(C)c1Sc1ccccc1N	5	-3	0	7	0	0	0	3	1.5
Cc1ccc(C(=O)N2CCOCC2)cc1S(=O)(=O)N1CCCCC1	3	-11	1	4	-2	12	-6	1	0.6
COc1ccccc1C(=O)NC(=O)COC(=O)c1ccc([N+](=O)[O-])cc1	4	-10	0	2	2	4	-2	3	1.4
Brc1ccc(N=Cc2ccccn2)cc1	2	4	-4	-1	5	7	-2	55*	-2.4
COc1ccc(/C=C/C(=O)NCC(=O)N/N=C(/C)c2ccc(Cl)cc2)cc1	12	-5	0	-12	0	2	1	6	2.7
CC1=NN(c2ccc(Br)cc2)C(=O)/C1=C/c1ccc(-c2ccccc2C(=O)O)o1	-2	1	4	5	-3	14	0	7	-4.4
Fc1ccc(NC(=S)Nc2cccnc2)cc1	10	-7	-7	11	-1	7	2	6	-0.2
O=C(c1ccccc1)[C@H]1CC=CC[C@H]1C(=O)O	5	-2	-1	2	2	1	6	-2	-0.9
CCc1cccc(C)c1NC(=O)CN(C)S(=O)(=O)c1ccc(-c2ccc(=O)[nH]n2)s1	10	0	1	8	1	1	-1	9	-1.0
N/C(=N\OC(=O)Cc1ccccc1)c1ccccn1	-3	3	2	2	2	-2	2	3	1.2
O=S1(=O)CCO[C@H]2Cc3ccccc3[C@H]2N1Cc1cccc(C(F)(F)F)c1	6	9	0	0	7	0	1	-2	-6.6
C/C(N)=C(/C#N)C(=O)COC(=O)C(c1ccccc1)c1ccccc1	9	-1	0	0	7	-3	3	-2	-2.1
Cc1nc(CS(=O)c2ccc(Cl)cc2)cc(N2CCOCC2)n1 (stereo unspecified)	-5	0	-1	-2	3	1	1	-2	1.9
CCOc1cc(N2CCOCC2)c(OCC)cc1NC(=O)c1ccc(OC(C)C)cc1	7	4	-1	2	4	-1	5	3	0.2
N#C/C(=C\c1ccc(Cl)s1)C(=O)N1CCN(c2ccccc2)CC1	2	3	0	3	1	8	0	0	3.0
O=C(Nc1nnc(-c2ccccc2)s1)c1cccc(S(=O)(=O)N2CCOCC2)c1	-3	4	-5	8	3	3	0	8	-0.3
O=C(OCC(=O)c1ccccc1Br)c1ccccn1	-4	5	-1	-2	0	-2	-4	1	3.8
COc1ccc(N2CC(C(=O)Nc3c4c(nn3-c3ccc(OC)cc3)CS(=O)(=O)C4)CC2=O)cc1 (stereo unspecified)	5	1	-2	0	1	8	8	-4	1.3
CC12CCC(C(=O)NCCCN3CCOCC3)(C(Br)C1=O)C2(C)C (stereo unspecified)	-1	2	-2	-2	3	-4	1	1	-2.0
Cc1occc1C(=O)NNC(=O)c1ccccc1F	-5	1	-5	-3	4	-7	-4	-4	-0.6
COC(=O)c1ccc(NC(=O)COc2ccccc2OC)cc1	-3	-36	-3	1	0	-1	1	-3	0.3
COC(=O)c1ccc(CSc2nc3ccccc3s2)o1	1	-3	-2	5	6	4	3	13	1.1
O=C1CCCN1CCCNc1nc2c(S(=O)(=O)c3ccc(Br)cc3)nnn2c2ccccc12	-6	5	-2	9	2	3	0	-1	-0.8
O=C(Nc1ccc(F)cc1)c1cc(-c2ccccn2)nc2c(Cl)cccc12	-2	-1	-2	10	-4	6	-2	21	0.0
Cc1ccnc(NC(=O)COc2ccc3oc4c(c3c2)CCCC4)c1	1	-14	0	3	0	1	-6	5	-0.6
COC(=O)c1nn(-c2ccccc2)c2nnc(Cc3ccc(C)cc3)c(=O)n12	-9	-4	2	0	-3	-2	1	6	-2.6
CCOc1ccc(-n2c(=O)c3sccc3n(CC(=O)NC3CCCCC3)c2=O)cc1	-10	2	1	0	5	-2	-3	-1	-1.7
CC1(C)CC(=O)C2=C(C1)Oc1ncn(Cc3ccco3)c(=N)c1C2c1ccccc1 (stereo unspecified)	-2	1	1	6	9	4	2	0	0.0
S=C(NCc1ccco1)Nc1ccccn1	1	3	3	-6	-2	-3	-2	10	1.8
CCCCN(C(=O)COC(=O)CSc1cc(C)c2ccccc2n1)c1c(N)n(CCC)c(=O)[nH]c1=O	0	3	3	-3	6	-6	5	0	-1.1
CC(C)C(=O)NS(=O)(=O)c1ccc(N)cc1	-5	2	5	3	3	0	4	1	-1.3
Oc1oc(C=Nc2ccc(F)cc2F)c2ccccc12	3	-5	2	5	3	6	4	0	-2.7
Cn1c(NCc2ccccc2)nc2c1c(=O)n(Cc1ccccc1)c(=O)n2C	4	-3	4	4	3	3	8	4	-2.2
Cc1cc(NC(=O)CSc2nc3c(C)cccc3cc2C#N)no1	-9	0	-8	-4	0	-17	6	-4	-12
COc1ccc(NS(=O)(=O)c2ccc(OCC(=O)N3CCOCC3)cc2)cc1	4	2	-3	3	-4	-1	15	-3	-0.1
Fc1cccc(Cn2cc(C(=S)N3CCCCC3)c3ccccc32)c1	0	7	1	8	3	13	5	0	-1.0
COC(=O)C1N2C(=O)[C@@H](NC(=O)COc3ccccc3)[C@H]2SC1(C)C (stereo partly specified)	0	0	-1	1	-1	1	10	1	1.5
CCCn1c(SCC(=O)c2c[nH]c3ccccc23)nnc1-c1ccncc1	-8	3	6	-12	5	-12	-3	38	-1.6
Cc1nc(S(=O)(=O)c2ccc(Cl)cc2)c(NCc2ccccc2)o1	2	0	6	2	10	16	3	14	0.8
O=C(/C=C/c1cn(-c2ccccc2)nc1-c1cccnc1)NCCN1CCOCC1	5	5	5	3	3	1	3	-1	0.7
O=C(O)c1ccc(N2C(=O)c3[nH]nc(-c4ccccc4)c3C2c2ccccc2)cc1 (stereo unspecified)	4	-2	-14	2	0	5	-1	0	-0.2
CCN(Cc1cc2ccccc2[nH]c1=O)C(=O)c1cccc([N+](=O)[O-])c1	2	-1	-6	7	·	5	0	1	1.5
CCN(CC(=O)Nc1c(F)cccc1F)C(=O)Cc1csc(-c2ccccc2)n1	8	4	-1	4	0	11	-1	1	3.0
CCCC[n+]1ccn(-c2nc3ccccc3nc2[N-]S(=O)(=O)c2ccc(Br)cc2)c1	1	1	3	3	-3	3	0	-1	0.7
CCOC(=O)C(=O)NCC(c1ccco1)S(=O)(=O)c1cccs1 (stereo unspecified)	2	-9	-1	2	5	3	6	1	0.6
CCSc1nc2ccccc2n1Cc1ccccc1F	4	1	-6	-3	2	-6	17	-2	-0.6
COc1ccc(NC(=O)COC(=O)CNS(=O)(=O)c2ccccc2)cc1OC	3	2	1	1	7	4	21	1	-3.4
CCOc1ccc(/C=C2\SC(=S)N(CC(=O)NCCCN3CCOCC3)C2=O)cc1	0	-7	2	12	2	8	3	2	0.2
COCC(C)n1c(SCc2nc3ccccc3c(=O)[nH]2)nc2ccccc2c1=O (stereo unspecified)	9	0	-1	7	1	3	4	37	1.3
COc1cccc(-c2nnc(SCC(=O)Nc3cc(C)on3)n2C)c1	4	0	1	-22	1	-23	1	2	1.6
CC1(C)Cc2nc3[nH]c(=S)n(-c4ccccc4)c(=O)c3cc2CO1	1	-2	0	10	6	5	3	4	·
CCN(CC)S(=O)(=O)c1ccc(N2CCCC2)c(NS(=O)(=O)c2ccccc2)c1	14	10	6	13	3	9	18	1	-2.0
Cn1c(=O)c2c(SCC(=O)N3CCCc4ccccc43)nc(CC(C)(C)C)nc2n(C)c1=O	0	-2	1	-3	4	-2	4	0	2.5
CCCOC(=O)c1ccc(NC(=O)Cc2cccs2)cc1	-4	2	-3	7	2	11	14	-2	-2.4
CCN1CCN(c2ccc(S(=O)(=O)N3CCCCC3)cc2NC(=O)CC(C)c2ccccc2)CC1 (stereo unspecified)	-2	0	0	-5	-2	-6	5	-1	2.1
COc1ccc(Cc2nnc(-c3ccc(F)cc3)o2)cc1OC	2	-1	4	9	-3	27	-5	16	2.6
O=C1C2C3C=CC(C4CC34)C2C(=O)N1/N=C/c1ccc(-c2ccccc2[N+](=O)[O-])o1 (stereo unspecified)	2	-9	4	10	2	10	-4	38	1.1
COC(=O)c1sc2nc(C)nc(SCC(=O)Nc3sccc3C(N)=O)c2c1C	-2	-6	·	1	1	0	-2	3	·
COc1cc(OC)c(C(=O)N/N=C/c2ccoc2)cc1OC	0	-3	2	-2	-5	4	-2	8	0.8

# Other structures follow:
SMILES	GLD-1 RNA inh	PME-1 primary	Fam108B counter	BCLXL inh	PAFAH1B2 FP inh	MCL1-BIM inh	pPAFAH inh	AHR act	MEX-5 binding
O=C(Nc1cccc(S(=O)(=O)NC2=NCCC2)c1)c1cc(-c2ccco2)nc2ccccc12	7	6	8	27	0	94*	43*	4	-2.1
COc1ccc(OCC(=O)Nc2ccc3oc(=O)ccc3c2)cc1	-9	-11	5	6	-3	6	1	-9	-2.8
Cc1ccc(O)c(C(=O)c2cnn(C(=O)Cc3csc(C)n3)c2)c1	4	-1	-4	-1	0	8	0	10	·
Cn1c(=O)n(Cc2ccc(Br)cc2)c2ccccc21	6	7	8	1	4	5	-1	0	-2.5
Oc1ccc(Cl)cc1C(C#Cc1ccccc1)N1CCOCC1 (stereo unspecified)	-3	1	-2	5	5	-1	1	13	0.8
CCc1cc(=O)oc2cc(C)cc(OCC(C)=O)c12	10	10	-1	12	·	17	3	-3	1.3
CN(CC(=O)NCc1ccc2c(c1)OCO2)CC(=O)Nc1ccc(F)c(F)c1F	5	3	·	-2	2	-3	-3	4	·
Cc1ccc(C)c(NC(=O)CSc2nnc(-c3ccncc3)n2N)c1	1	1	2	8	5	2	6	27	0.6
COc1cc(OC)c(OC)cc1/C=C1/C(=O)N=C(N)N1C	-2	-2	0	8	5	8	0	5	-4.0
Cc1ccc(S(=O)(=O)NC(CC(=O)O)c2cccs2)cc1 (stereo unspecified)	1	2	2	4	13	4	8	2	-3.3
COc1ccccc1NC(=O)CC1C(=O)NCCN1C(=O)Nc1ccccc1 (stereo unspecified)	6	-4	-4	7	5	6	0	-2	·
COc1ccc(-c2cc(C(=O)NCc3ccco3)no2)cc1OC	-5	-3	-1	-1	-3	1	2	0	·
COC(=O)CCCC(=O)N1CCOCCN(C(=O)CCCC(=O)OC)CCOCC1	2	-3	1	1	4	3	-9	9	3.3
CC(C)CN(CC(C)C)C(=S)Nc1ccc(Cl)cc1	1	-1	-4	2	9	10	3	-1	-2.1
CCN1CCN(c2ccc(S(=O)(=O)N3CCCCC3)cc2NC(=O)c2ccccc2)CC1	4	1	-1	-11	-1	-21	-4	2	-3.1
COc1ccc(-c2nc(CS(=O)CC(=O)N3CCN(C)CC3)c(C)o2)cc1 (stereo unspecified)	3	6	5	5	-1	4	6	3	-1.4
CCCOc1ccc(OCCn2nc(C(=O)O)c3ccccc3c2=O)cc1	3	0	-6	4	2	2	3	0	2.2
Cc1ccc(/C=C/C(=O)OCC(=O)c2ccc3c(c2)NC(=O)CO3)o1	2	·	·	·	5	·	3	1	·
Cc1ccc(/C=C/C(=O)Nc2ccc(N(C)C)cc2)o1	4	0	0	4	-7	10	4	16	1.9

# Screens from PubChem BioAssay.
